Screening data from PubChem BioAssay.
Tat export inh = E. coli Tat transport inhibition. AID 488895. E. coli MC4100 TorA-mCherry Tat export, fluorescence. inhibition, % at 10 µM. actives 0.036% (n = 340,000);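 active means mean replicate inhibition at least 50% and at least half of replicates individually reaching 50%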;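 further: exported cargo escapes ClpAP degradation while cytoplasmic cargo is degraded and loses fluorescence; 0% = median of neutral control wells and 100% = median of NaSCN control wells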
CDK5 inh = inhibitors of human CDK5/p35 kinase; AID 488839; actives 0.01% (n = 330,000); inhibition, % at 10 µM; Recombinant CDK5/p35, ADP-Glo luminescence, 60 min; Q00535+Q15078;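 active means highest replicate inhibition of at least 50% and at least 75% of replicates reaching 50%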;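 further: plate controls were DMSO neutral control for no effect and GW8510 at 10 µM for full effect; many of its hits are not listed in these tables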
AddAB inh = less growth of phage-infected E. coli with AddAB | E. coli expressing H. pylori AddAB, absorbance growth | inhibition, % at 11.9 µM | actives 0.29% (n = 330,000) | AID 435030; in the data active means inhibition above about 12%;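 further: 0% = vehicle wells of infected cells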
DAGLB inh = diacylglycerol lipase beta (human) inhibition; Q8NCG7; HEK293T DAGLB membrane lysate, EnzChek fluorogenic substrate; inhibition, % at 5.17 µM; actives 0.059% (n = 340,000); AID 504411; in the data active means inhibition above about 34%;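 further: 0% = enzyme with vehicle and 100% = wells lacking enzyme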
Target sequence (Q8NCG7 whole entry, looked up): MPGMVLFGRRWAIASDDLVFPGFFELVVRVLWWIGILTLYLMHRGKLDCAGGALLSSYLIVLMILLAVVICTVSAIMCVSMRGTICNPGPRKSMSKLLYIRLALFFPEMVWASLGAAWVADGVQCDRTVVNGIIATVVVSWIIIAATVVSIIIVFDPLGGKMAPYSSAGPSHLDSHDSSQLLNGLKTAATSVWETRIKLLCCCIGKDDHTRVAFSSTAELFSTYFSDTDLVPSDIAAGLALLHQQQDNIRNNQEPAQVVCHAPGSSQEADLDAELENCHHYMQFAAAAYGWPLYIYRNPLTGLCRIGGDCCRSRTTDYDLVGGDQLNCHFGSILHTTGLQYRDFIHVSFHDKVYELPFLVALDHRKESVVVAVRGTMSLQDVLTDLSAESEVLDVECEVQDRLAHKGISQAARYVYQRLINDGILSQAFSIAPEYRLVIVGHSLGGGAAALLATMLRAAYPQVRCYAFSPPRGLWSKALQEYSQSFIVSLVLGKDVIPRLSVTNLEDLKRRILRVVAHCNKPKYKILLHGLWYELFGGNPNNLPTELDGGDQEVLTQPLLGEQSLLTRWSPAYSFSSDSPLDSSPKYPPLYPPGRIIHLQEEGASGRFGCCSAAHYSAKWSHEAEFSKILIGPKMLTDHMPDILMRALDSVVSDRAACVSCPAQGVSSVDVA
phage Ecoli inh = E. coli growth loss with phage present | growth absorbance | inhibition, % at 11.9 µM | actives 0.26% (n = 360,000) | AID 651602; in the data active means inhibition above about 11%
HTR5A ag = counter-screen for OPRM1-OPRD1 agonists: human HTR5A agonism. HTR5A agonist assay, luminescence, cell-based. actives 0.61% (n = 340,000). P47898. activation, % at 9.3 µM; in the data active means activation mostly above about 9.5%, no sharp cut-off; inactive means mostly below about 7.6%;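 further: 0% = cells with vehicle only and 100% = reference agonist; strong numbers were not always called active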
SUMO Mot1 rescue = inhibitors of SUMOylation pathway: yeast Mot1-301 growth rescue. actives 1% (n = 320,000). AID 2716. growth rescue, % at 18.8 µM. S. cerevisiae Mot1-301 growth rescue, ATP luminescence, 38.5C; percent above DMSO median, 100 means doubled;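 active means every valid replicate shows activation above 250% relative to neutral control wells; inactive means the rest, any valid replicate at or below 250%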;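 further: OY570 slx delta 5 strain wells were the positive control but not used for scaling; some compounds called inactive have numbers as strong as hits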
PKA-R2B activ = activators of human PKA-R2B complex | P22694+P31323 | PKA-R2B holoenzyme dissociation, Cy5-IP20 fluorescence polarization; R2B truncated from residue 108, S112A mutant; 0% DMSO only, 100% 113 µM cGMP | activation, % at 11.4 µM | actives 0.079% (n = 340,000);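 active means activation above a cutoff set at the mean over all compounds plus 3 SD, cut at about 18% in these data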;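 further: higher means more holoenzyme dissociation and a rise in polarization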
E coli growth = reduces bacterial viability in AddAB counter-screen | E. coli V3065 growth, OD600 absorbance, 18 h | inhibition, % at 11.9 µM | actives 0.27% (n = 330,000);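 active means inhibition above the campaign's mean inhibition across all tested compounds plus 3 SD, cut at about 9.9% in these data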;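 further: uninfected addAB+ strain grown without phage in ampicillin broth; 0% = DMSO wells and 100% = ciprofloxacin 0.95 µg/ml wells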
PKA-R1A activ = activators of PKA-R1A complex. P00514+P68181. PKA-R1A dissociation, Cy5-IP20 fluorescence polarization; scaled: DMSO 0%, 113 µM cGMP 100%. activation, % at 11.4 µM. actives 0.083% (n = 340,000). AID 504707;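 active means percent activation above the mean of all tested compounds plus 3 SD, cut at about 19% in these data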;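 further: higher means more PKAc released from R1A so a rise in polarization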
HTR5A inv ctr = HTR5A inverse agonism, opioid heterodimer counter-screen; P47898; HTR5A cell line, luminescence; inhibition, % at 9.3 µM; actives 0.083% (n = 340,000); in the data active means inhibition mostly above about 23%, no sharp cut-off; inactive means mostly below about 18%;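 further: 0% = cells with DMSO and 100% = no-cell wells with DMSO; some compounds called inactive have numbers as strong as hits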
The depositor's hits bear a star; . = no result given. Compounds as they come; any-hit rate near 2.3%.

The opening 6 entries as a preview:
SMILES	Tat export inh	CDK5 inh	AddAB inh	DAGLB inh	phage Ecoli inh	HTR5A ag	SUMO Mot1 rescue	PKA-R2B activ	E coli growth	PKA-R1A activ	HTR5A inv ctr
O=C(c1ccccc1)c1sc(N2CCCCCC2)nc1-c1ccccc1	6	0.1	4.2	-6	0.9	-6	-17	-3	-1.2	-9	13
Cc1cc2oc(C(=O)Nc3ccc(S(=O)(=O)Nc4ncccn4)cc3)cc(=O)c2cc1Cl	-5	1.6	-0.3	3	2.2	0	-6	-4	-0.4	2	19
CC(NC(=O)NNC(=O)c1ccncc1)(C(F)(F)F)C(F)(F)F	-9	-0.4	1.2	1	0.8	1	36	-6	1.1	-3	-3
Cc1ccc(CNC(=O)C(=O)NCC2OCCN2C(=O)c2ccc(Cl)cc2)cc1 (stereo unspecified)	1	1.5	0.6	0	-0.7	0	-18	1	-2.0	-9	-2
COc1cc(OCc2ccccc2)c2c(CCC(=O)O)cc(=O)oc2c1	1	0.3	.	1	1.7	2	.	-6	.	1	-8
O=C(CC(=O)N/N=C\c1c(Cl)cccc1Cl)NCc1ccccc1	-15	-0.6	0.8	-3	1.5	5	.	-6	-0.8	-11	-13

Results (from the top)
SMILES	Tat export inh	CDK5 inh	AddAB inh	DAGLB inh	phage Ecoli inh	HTR5A ag	SUMO Mot1 rescue	PKA-R2B activ	E coli growth	PKA-R1A activ	HTR5A inv ctr
O=C(c1ccccc1)c1sc(N2CCCCCC2)nc1-c1ccccc1	6	0.1	4.2	-6	0.9	-6	-17	-3	-1.2	-9	13
Cc1cc2oc(C(=O)Nc3ccc(S(=O)(=O)Nc4ncccn4)cc3)cc(=O)c2cc1Cl	-5	1.6	-0.3	3	2.2	0	-6	-4	-0.4	2	19
CC(NC(=O)NNC(=O)c1ccncc1)(C(F)(F)F)C(F)(F)F	-9	-0.4	1.2	1	0.8	1	36	-6	1.1	-3	-3
Cc1ccc(CNC(=O)C(=O)NCC2OCCN2C(=O)c2ccc(Cl)cc2)cc1 (stereo unspecified)	1	1.5	0.6	0	-0.7	0	-18	1	-2.0	-9	-2
COc1cc(OCc2ccccc2)c2c(CCC(=O)O)cc(=O)oc2c1	1	0.3	.	1	1.7	2	.	-6	.	1	-8
O=C(CC(=O)N/N=C\c1c(Cl)cccc1Cl)NCc1ccccc1	-15	-0.6	0.8	-3	1.5	5	.	-6	-0.8	-11	-13
O=C(Nc1cccc(Cl)c1)c1ccc(=O)[nH]n1	-7	1.7	0.7	-4	2.2	-3	-1	-2	0.0	-2	11
O=C(NCCC1=CCCCC1)C1CCN(S(=O)(=O)c2cccc(C(F)(F)F)c2)CC1	3	0.0	1.7	-2	-1.7	-3	5	-6	-1.6	0	7
CC(O)(Cc1cccnc1)c1cccs1 (stereo unspecified)	0	-2.6	.	1	1.2	-1	.	-4	.	4	4
COc1cccc2cc(-c3cc(=O)oc4cc(C)c(OCC(C)=O)cc34)oc12	-6	1.1	3.0	2	1.4	3	72	-4	3.1	-1	-19
N#C/C(=N\Nc1ccc(Cl)cc1)C(N)=S	7	1.8	8.3	4	8.5	7	47	0	5.0	-1	-7
Cc1ccccc1NC(=O)CN1C(=O)c2ccccc2C1=O	6	1.7	5.3	0	1.6	-7	-33	-14	-1.7	-10	-9
Cc1ccc(/C=N/NC(=O)CN2CCN(Cc3ccccc3)CC2)s1	9	2.4	4.5	-2	2.4	0	-2	2	1.1	7	-1
CCOC(=O)N1CCN(c2nc(-c3cccs3)nc3ccccc23)CC1	2	-0.8	1.5	-5	2.9	2	22	-5	2.5	-2	10
Cc1nnc(C)n1/N=C/c1ccccc1	-3	-0.9	3.7	-4	2.0	2	230	-9	1.3	3	-4
COc1ccc(NC2CCCN(C(=O)c3cccnc3SC)C2)cc1OC (stereo unspecified)	-4	1.8	2.4	-1	1.9	-2	-2	-11	1.4	-5	19
O=C1CCCc2nc3c(cc21)C(O)Oc1ccccc1-3 (stereo unspecified)	3	-2.0	-1.2	1	-0.3	-1	0	-5	-0.8	-7	11
CCN(CCO)c1cc(Cl)nc(SC)n1	-3	-0.9	-1.9	0	1.5	4	12	6	-1.2	0	-12
CN1CCN(C(=O)CC2C(=O)NCCN2Cc2ccc(-c3ccccc3)cc2)CC1 (stereo unspecified)	-2	-2.5	-1.9	1	4.1	0	.	-6	-1.9	2	1
Cc1c(Cl)cccc1NC(=S)NN	-6	-0.3	-0.7	-7	3.0	-3	21	4	-0.6	-4	-2
COc1cccc(NC(=O)c2ccn(C)n2)c1	0	0.6	3.1	4	1.1	4	-12	10	1.1	6	4
COc1cc(C)ccc1OCC(=O)OCC(=O)c1ccc[nH]1	0	0.9	1.4	0	3.0	-1	.	-5	1.4	-7	5
CN(CC(=O)Nc1cccc2ccccc12)C(=O)c1cccc(S(=O)(=O)N(C)C)c1	1	2.2	-0.2	1	3.8	6	-2	0	0.4	1	-17
COC(=O)CCC(=O)NNC(=O)c1ccc([N+](=O)[O-])cc1	3	0.2	-1.4	1	3.3	7	-1	5	-0.7	1	-18
CCCCNC(=O)OCCNC(=O)Oc1cccc(C)c1	2	1.3	0.9	0	1.8	5	-9	2	0.2	-11	-15

The list goes on.
SMILES	Tat export inh	CDK5 inh	AddAB inh	DAGLB inh	phage Ecoli inh	HTR5A ag	SUMO Mot1 rescue	PKA-R2B activ	E coli growth	PKA-R1A activ	HTR5A inv ctr
O=C(COc1ccccc1)NCC(=O)N1CCCC(C(F)(F)F)C1 (stereo unspecified)	5	-3.2	.	1	5.1	-2	.	8	.	-3	3
CN(C(=O)c1ccc(S(=O)(=O)N2CCCCC2)cc1)C1CCS(=O)(=O)C1 (stereo unspecified)	5	-0.7	1.3	-2	2.7	-1	-18	-1	-0.8	1	3
COc1ccc(-c2nc3ncccn3c2Br)cc1	11	1.0	0.7	1	5.0	3	11	-8	1.2	12	-12
COc1cccc(NC(=O)c2cnc[nH]2)c1	-4	-0.4	0.2	-3	0.2	-1	-8	-1	-1.0	-7	6
CC1CCC(NC(=O)COC(=O)CCC(=O)c2ccc(Cl)s2)CC1 (stereo unspecified)	7	3.9	0.8	-3	2.6	-3	.	-11	0.0	-13	8
O=C(O)c1ccc(/C=N\Nc2ccc(S(=O)(=O)N3CCOCC3)cc2[N+](=O)[O-])cc1	-1	0.2	-0.6	2	-5.9	8	-41	6	-0.3	-12	-39
COc1ccc(S(=O)(=O)Nc2ccc(C)cc2)cc1OC	-2	-1.8	2.9	-4	2.0	-1	-6	4	0.7	-12	2
Cn1c(=O)[nH]c(=O)c2c1nc(Br)n2C/C=N/Nc1ccccc1	4	0.4	2.7	3	3.4	2	234	3	-2.5	-1	-6
CCOP(=O)(c1ccc(N(C)C)cc1)C(O)c1ccc(OC)cc1 (stereo unspecified)	-2	0.4	-0.7	2	2.4	4	5	-14	-4.5	-11	-14
Cc1ccc(S(=O)(=O)/N=C(/Nc2c(C)n(C)n(-c3ccccc3)c2=O)c2ccc(Cl)cc2)cc1	-7	0.4	2.3	-5	2.8	-3	3	-2	1.8	-21	9
O=C(/C=C\c1cn(-c2ccccc2)nc1-c1ccccc1)Nc1nccs1	4	-0.1	2.7	0	0.4	0	52	-4	-2.8	-10	2
C/C(CC(=O)Nc1cccnc1)=N\NC(=O)c1ccc([N+](=O)[O-])c(Cl)c1	-2	0.8	1.7	1	1.8	-1	-3	0	3.0	-8	-2
COc1ccc(NC(C)=O)cc1S(=O)(=O)NC(Cc1ccccc1)C(=O)NCc1ccccc1C (stereo unspecified)	16	0.4	4.0	0	-0.1	2	659	11	-1.3	2	-13
O=C(Cn1ccc(=O)[nH]c1=O)Nc1ccc(C(=O)O)c(O)c1	-12	-0.5	-0.2	-4	2.5	-5	-5	-1	0.6	8	17
Cc1cccc(NC2=NC(C)(C)N=C(N)N2)c1C	0	1.1	-1.4	-4	2.1	-3	5	-5	0.7	6	-11
CCOC(=O)CCCCC(=O)c1[nH]c(=O)[nH]c1C[n+]1ccc(C)cc1	-3	-3.4	1.2	1	4.6	5	-29	3	0.1	-3	23
C/C(=N/Nc1cc(-c2ccccc2)nc(-c2ccccc2)n1)c1ccc(O)cc1	2	-0.8	1.5	-2	1.8	-9	-7	13	0.9	2	26
CCc1ccccc1NC(=O)NCc1cccnc1	-13	-0.9	-0.4	3	1.6	-5	1	-5	3.0	-6	14
CCN1CCN(CCC(=O)Nc2ccc(C)cc2)CC1	7	1.6	.	-4	2.8	-1	-3	-4	.	-11	5
